Screening data deposited in PubChem by several laboratories.
PP5 inh – PP5 phosphatase inhibitors, primary screen, biochemical, fluorescence; Serine/threonine-protein phosphatase 5 (Homo sapiens), P53041; inhibition, % at 6.7 µM; purified PP5c, OMFP substrate fluorescence; AID 1987, 2009; 320,000 tested, 0.18% active;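 active = inhibition above the campaign's mean inhibition across all tested compounds plus 3 SD, cut at about 9.5% in these data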;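 note: 0% = DMSO only and 100% = 100 µM cantharidin control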
Target sequence (P53041 whole entry, looked up): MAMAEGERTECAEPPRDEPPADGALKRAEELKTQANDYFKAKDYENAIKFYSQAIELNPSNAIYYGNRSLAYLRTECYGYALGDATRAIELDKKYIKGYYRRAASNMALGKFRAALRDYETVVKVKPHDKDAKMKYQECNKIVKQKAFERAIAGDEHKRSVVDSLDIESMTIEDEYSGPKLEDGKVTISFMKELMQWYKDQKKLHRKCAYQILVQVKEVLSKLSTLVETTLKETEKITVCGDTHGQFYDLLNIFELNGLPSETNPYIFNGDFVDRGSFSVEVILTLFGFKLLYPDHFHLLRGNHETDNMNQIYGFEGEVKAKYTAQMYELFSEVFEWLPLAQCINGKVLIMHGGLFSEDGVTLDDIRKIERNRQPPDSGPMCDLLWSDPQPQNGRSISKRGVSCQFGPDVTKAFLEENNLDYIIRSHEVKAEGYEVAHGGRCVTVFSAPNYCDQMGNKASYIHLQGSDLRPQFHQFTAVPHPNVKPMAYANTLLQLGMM
TPT1 inhibitor – Candida albicans TPT1 enzyme inhibitors, primary screen, biochemical, fluorescence polarization; 300,000 tested, 0.81% active; recombinant caTPT1, FP RNA substrate dephosphorylation; inhibition, % at 5 µM; tRNA 2'-phosphotransferase TPT1 (Candida albicans SC5314);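 active = inhibition above the mean of all tested compounds plus 3 SD, set per screening campaign, cut at about 24% in these data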;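 note: plate controls were DMSO alone for no effect and ferristatin control at 100 nM for full effect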
HCV core dimer – inhibitors of HCV core protein dimerization, primary screen, biochemical, TR-FRET, high-throughput; AID 1899, 2009; 300,000 tested, 0.33% active; inhibition, % at 5 µM; TR-FRET GST/Flag-core106 dimerization, 1536-well;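 active = inhibition above the mean of all tested compounds plus 3 SD, set per screening campaign, cut at about 45% in these data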
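System: GST/Flag-tagged HCV core106 proteins. Incubation: compound-protein-antibody incubation 4 h at 22.5 °C. Technique: HTRF with 340 nm excitation, 617/671 nm emission. Medium: KF-containing HEPES buffer, pH 7.45, DTT, CHAPS, BSA. Read-out: inhibition (%) from 671 over 617 nm ratio. Also added: Eu(K)-anti-GST 90 ng/mL plus XL665-anti-Flag 1 µg/mL.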
GASC-1 inh – inhibitors of GASC-1 histone demethylase, primary screen, biochemical, fluorescence, DELFIA europium; inhibition, % at 2.35 µM; 330,000 tested, 0.069% active; GST-JMJD2C(1-420) H3K9me3 demethylation; Lysine-specific demethylase 4C (Homo sapiens), Q9H3R0;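 active = more than half of a compound's replicate wells show inhibition beyond 50%, single wells judged on their own value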;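 note: signal counts dimethyl H3K9 product captured on neutravidin plate; 0% = median of DMSO wells and 100% = 0.3 times that DMSO median; strong numbers were not always called active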
Target sequence (Q9H3R0 1-420 limits assumed): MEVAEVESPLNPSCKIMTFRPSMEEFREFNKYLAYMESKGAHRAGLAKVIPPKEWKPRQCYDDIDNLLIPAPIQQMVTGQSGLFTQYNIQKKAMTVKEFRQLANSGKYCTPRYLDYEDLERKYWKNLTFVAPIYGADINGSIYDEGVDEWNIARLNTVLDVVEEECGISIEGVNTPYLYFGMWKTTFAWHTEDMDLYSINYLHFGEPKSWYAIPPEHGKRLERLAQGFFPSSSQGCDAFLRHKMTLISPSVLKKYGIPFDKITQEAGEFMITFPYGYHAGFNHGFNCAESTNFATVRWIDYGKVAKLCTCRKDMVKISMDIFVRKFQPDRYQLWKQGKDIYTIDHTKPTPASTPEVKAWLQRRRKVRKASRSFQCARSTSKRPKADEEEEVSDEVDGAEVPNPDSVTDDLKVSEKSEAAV
Efflux pump inh – inhibitors of Candida efflux pumps in yeast, primary screen, S. cerevisiae, Nile Red, multiplex; S. cerevisiae Candida pump triplex; inhibition, % at 10 µM; 330,000 tested, 0.44% active;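 active = plate passing quality check with inhibition over a set limit, or well fluorescence over plate mean plus 4 SD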;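 note: Nile Red retained in pooled yeast measured as flow cytometry median fluorescence; 0% = buffer negative control and 100% = Enniatin B positive control; higher means more Nile Red kept so more efflux inhibition; some compounds called inactive have numbers as strong as hits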
PREPL inh – PREPL enzyme inhibitors, primary screen, biochemical, fluorescence polarization; Prolyl endopeptidase-like (Homo sapiens), Q4J6C6; recombinant PREPL, fluorescence polarization activity-based probe; inhibition, % at 5.96 µM; 320,000 tested, 0.68% active; AID 2751, 2010; in the data active = inhibition above about 43%;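 note: 0% = enzyme with DMSO and 100% = wells lacking enzyme; many of its hits are not listed in these tables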
LYPLA2 inh – LYPLA2 inhibitors, primary screen, counter-screen for PME1 inhibitor project, biochemical, fluorescence polarization, FP-Rh probe ABPP | AID 2177, 2009 | recombinant LYPLA2 | inhibition, % at 5.9 µM | 320,000 tested, 0.38% active | Acyl-protein thioesterase 2 (Homo sapiens), O95372;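 active = inhibition above the screen-wide mean plus 3 SD, limit set per campaign, cut at about 26% in these data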;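 note: 0% = LYPLA2 with DMSO and 100% = wells lacking LYPLA2 enzyme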
PP1 counter – PP1-alpha phosphatase inhibitors, primary screen, counter-screen for PP5 inhibitor project, biochemical, fluorescence, OMFP substrate, single point | purified PP1alpha | inhibition, % at 6.7 µM | 320,000 tested, 0.9% active | AID 2235, 2010;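 active = inhibition above the mean inhibition of all tested compounds plus 3 SD, computed separately for each screening campaign, cut at about 15% in these data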
CTSL1 counter – Fasciola hepatica cathepsin L1 inhibitors, primary screen, counter-screen for PFM18AAP inhibitor project, biochemical, QFRET, fluorogenic peptide substrate. inhibition, % at 5.96 µM. 300,000 tested, 0.49% active. recombinant F. hepatica cathepsin L1, Z-Leu-Arg-MCA fluorescence. AID 1906, 2009;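 active = inhibition above the mean of all tested compounds plus 3 SD, set per screening campaign, cut at about 17% in these data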;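 note: 0% = plate median of test compound wells and 100% = 1 µM Z-Phe-Ala-diazomethylketone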
Numbers without * were called inactive; · = no result given. The list is partial. The share of hits here may be higher or lower than overall.

SMILES	PP5 inh	TPT1 inhibitor	HCV core dimer	GASC-1 inh	Efflux pump inh	PREPL inh	LYPLA2 inh	PP1 counter	CTSL1 counter
CCC(=O)Nc1sc(Cc2ccccc2)c(C)c1C(N)=O	1.5	-7	-1	2	0.0	1	3	-2	6
CCOCC(=O)N1CCCC(C(=O)OCC)C1 (configuration not stated)	1.8	-1	0	-15	0.2	16	2	-4	-8
O=C1c2cccc3cccc(c23)C(=O)N1Cc1cccnc1	-2.1	1	2	0	0.0	3	-3	0	-1
O=C(CSc1nnnn1-c1ccc(F)cc1)NC1CCCCC1	3.4	0	2	7	-0.1	-3	1	3	-2
C1CN(c2nc3nonc3nc2N2CCSCC2)CCO1	-2.3	2	0	8	0.1	-8	-1	-1	-2
O=C1CC(c2ccccc2)CC(O)=C1C=NCc1ccncc1 (configuration not stated)	1.0	-2	-1	-28	0.5	0	0	-4	2
COc1cccc(-n2cc(C(=O)NCCCOC(C)C)c3ccccc3c2=O)c1	1.4	1	-6	-15	0.0	1	5	1	-4
C(=N\Nc1nn[nH]n1)/c1ccccc1	1.8	1	-4	-5	-0.2	5	2	1	1
CCCCc1nnc(NC(=O)CN2C(=O)NC3(CCCCC3)C2=O)s1	-0.9	-3	3	5	1.3	-2	-2	1	3
CC(C)(C#N)Nn1cnnc1	1.6	-3	-6	1	-0.1	-3	-2	4	2
CCOC(=O)c1ccc(NC(=S)NCc2cccnc2)cc1	-1.5	-2	14	-3	0.5	11	-5	-2	-7
CCOc1ccc(NC(=O)N2CCC(NC(=O)c3ccco3)CC2)cc1	1.3	2	-2	157	-0.2	-1	4	-1	-2
O=C(COc1ccc(/C=N/NC(=O)c2ccncc2)cc1)Nc1ccccc1	2.4	-8	-4	-17	0.4	-16	7	1	5
O=C(CN1CCCCCCC1)Nc1ccc(Cl)cc1Cl	1.9	-1	2	0	-0.1	6	4	-2	3
Cc1cccc(N(C)c2cc(C)nc3nc(C)nn23)c1	1.9	3	2	-6	0.1	-3	-7	-3	-4
O=C(C[n+]1cccc(CNC(=O)c2ccc(OC(F)F)cc2)c1)Nc1ccccc1Cl	-4.4	0	-13	9	0.0	-29	6	2	14
O=C(Cc1ccccc1)NCC(=O)Nc1ccc(OC(F)(F)F)cc1	3.9	3	3	1	0.1	-4	5	-2	2
Cc1sc(NC(=O)c2cccnc2)nc1-c1ccccc1	1.7	1	-2	-22	0.1	3	-4	-2	-1
O=C(COC(=O)c1cnccn1)Nc1ccccc1-c1ccccc1	1.0	·	·	-3	0.1	10	2	-2	·
CC1(C)Cc2cccc(OCC(=O)OCC(=O)Nc3cccc(S(N)(=O)=O)c3)c2O1	-0.1	5	-5	1	0.0	9	7	-4	0
CCOC(=O)C1=C(CNCc2ccccc2Cl)NC(=O)NC1c1ccc2c(c1)OCO2 (configuration not stated)	3.3	-2	4	0	-0.2	-1	1	5	3
CCNc1nc(NCC)nc(N(C)n2cnnc2)n1	2.8	-2	-1	-22	-0.1	13	-1	-4	-3
O=C(CSCc1ccc(Cl)cc1)Nc1ccc(S(=O)(=O)N2CCCCCC2)cc1	3.5	1	12	1	0.6	1	-4	2	2
CC(C)(Oc1ccc(Br)cc1Cl)C(=O)Nc1ccon1	4.2	-1	-3	-14	3.9	-2	-1	-16	8
Cc1cc(-c2cc(C(=O)NCc3ccccc3)on2)nc(S(C)(=O)=O)n1	0.9	2	2	8	-0.2	-6	-2	4	2
Cc1c(C#N)c(O)n(CCO)c(=O)c1N=Nc1ccc(S(N)(=O)=O)cc1	-1.1	3	-6	-3	0.0	15	-1	6	14
CC(C)(C)c1ccc(C(=O)NCc2ccccc2)cc1	0.2	2	10	2	0.1	-1	0	0	-2
Cc1cc(/C=C2\SC(=S)N(C)C2=O)c(C)n1-c1ccc(O)cc1	2.1	120*	-11	-1	0.1	11	-10	-5	0
O=C(c1ccc(NS(=O)(=O)c2ccc(Cl)cc2)cc1)N1CCOCC1	-0.9	0	3	-9	-0.6	2	-5	0	0
NC(=O)[C@@H]1CC2(CC(c3cccc(NC(=O)COc4ccc(Cl)cc4)c3)=NO2)CN1C(=O)COc1ccc(Cl)cc1 (some centres not stated)	3.9	-1	19	-11	0.0	16	-57	12	5
Cc1ccc(-n2nc(-c3ccco3)cc2C(=O)O)cc1	-2.3	2	6	-4	0.0	-11	-8	20*	5
O=C(Nc1ccc2nn(-c3ccccc3)nc2c1)c1ccco1	0.5	-2	2	12	-0.1	-3	-5	3	2
COc1ccc(C(C(=O)NCC2CCCO2)N(C(=O)c2snc(C(N)=O)c2N)c2ccccc2C)cc1OC (configuration not stated)	1.1	0	-1	6	-0.4	-3	-1	1	0
CCN1C=C(C(=O)OC)C(c2cccc(C)c2)C(C(=O)OC)=C1	4.4	-1	6	-1	1.5	9	-3	-2	0
CCOc1ncccc1C(=O)NNC(=O)c1csc(N2CCOCC2)n1	-1.0	0	-5	6	-0.1	-8	1	-2	-3
CCOC(=O)[C@H]1[C@H]2COc3ccc(C)cc3[C@@H]2N2C(=O)CN(Cc3ccc(Cl)cc3)C(=O)[C@@]12C	3.9	·	·	·	0.1	7	0	2	·
CCc1cccc(Nc2c([N+](=O)[O-])cc(C(=O)N3CC(=O)Nc4ccccc43)cc2[N+](=O)[O-])c1	2.5	-3	20	-1	-0.1	-39	4	8	3
CN1/C(=C/C=C(/C#N)C(N)=O)C(C)(C)c2ccccc21	0.4	87*	-4	1	0.2	3	2	-7	5
COc1ccc(OC)c(NC(=O)CSc2nc(N3CCOCC3)nc(N3CCOCC3)n2)c1	0.6	-1	3	0	0.1	9	-1	-5	-1
COc1ccccc1NC(=O)c1oc2ccc(C)cc2c1C	1.7	-4	-1	-3	-0.3	-7	-4	0	-1
CCOc1ccccc1NC(=O)c1ccc2c(c1)C(=O)N(CC1CCCO1)C2=O (configuration not stated)	3.1	0	-2	7	-0.2	9	7	-12	18*
CC(C)Oc1cccc(C(=O)Nc2ccc(CN3CCOCC3)cc2)c1	-1.3	-1	-3	9	0.2	-12	-7	-1	-1
COc1ccc(Cl)cc1C(=O)Nc1ccc(CN2CCCCC2)cc1	0.4	-4	2	-10	-0.1	-29	8	1	6
CCc1cccc(NC(=O)C2CCCN(S(=O)(=O)c3cccs3)C2)c1 (configuration not stated)	3.8	4	-2	2	0.3	-5	-7	0	2
Cc1ccc(-c2nc3ncccc3o2)cc1NC(=O)c1cc2ccccc2o1	2.5	-1	19	-3	0.0	-16	-1	-1	4
Cc1cccc(C)c1NC(=O)CN(C)C(=O)c1cc(S(=O)(=O)N(C)C)ccc1N1CCCC1	1.0	1	0	12	0.2	5	-1	5	2
CC1CC(=O)N(CC(=O)NCc2ccc(F)cc2)c2ccccc2S1(=O)=O (configuration not stated)	1.2	0	1	-1	0.0	13	2	-1	-5
CCn1c(CCNC(=O)c2ccc(Cl)cc2Cl)n[nH]c1=S	-0.4	0	-5	21	-0.2	6	4	-2	-2
CC1(C(=O)N(CC(=O)NC2CCCC2)Cc2ccc(Cl)cc2)CC(=O)N=C2C=CC=CN21 (configuration not stated)	1.6	1	-9	-5	0.2	-5	2	-2	4
Cc1cc(/C=C(\C#N)C(=O)O)c(C)n1CC1CCCO1 (configuration not stated)	-1.4	4	1	3	0.0	7	-1	7	2
Cc1csc2ncc(C(=O)NCc3ccco3)c(=O)n12	1.5	3	4	-1	-0.2	-9	-5	4	-1
COc1ccc(NC(=S)NCc2ccc(F)cc2)cc1	2.3	-1	10	-17	0.1	2	7	-3	-4
O=C(Cn1nc(-c2cccc([N+](=O)[O-])c2)c2ccccc2c1=O)Nc1cccnc1	1.0	-2	11	-4	0.2	18	-4	-2	0
CCOC(=O)c1cc(NC(=O)Nc2cc(C)ccn2)c(C)nc1C	2.0	-2	5	4	-0.1	-5	-1	0	0
O=C(N/C(=C\c1ccc(Br)cc1)C(=O)N1CCCC1)c1ccccc1F	2.2	1	7	-7	0.0	10	16	-1	1
Cc1ccc(C(=O)N/C(=C\c2ccc(-c3ccc(Cl)cc3)o2)C(=O)NCCCN(C)C)cc1	-0.1	8	-17	-12	0.2	10	-4	-2	7
Nc1cccc(C(=O)OCC(=O)NC2CCCc3ccccc32)c1 (configuration not stated)	-0.3	-1	-5	-6	-0.1	5	4	0	0
CSC1=N/C(=C\c2ccccc2Cl)C(=O)N1N(C)C	1.4	-2	-10	3	0.0	17	3	3	0
O=C(N/N=C/C=C/c1ccc2c(c1)OCO2)C(O)c1ccccc1 (configuration not stated)	0.1	-2	-3	1	-0.1	-6	3	-3	3
Cc1cc(Br)cnc1NC(=S)Nc1ccc(F)cc1F	2.6	-6	2	-12	-0.4	-9	1	1	-1

(further entries)
SMILES	PP5 inh	TPT1 inhibitor	HCV core dimer	GASC-1 inh	Efflux pump inh	PREPL inh	LYPLA2 inh	PP1 counter	CTSL1 counter
CC1CCCN(S(=O)(=O)c2ccc(NC(=O)C3CCN(C(=O)c4ccco4)CC3)cc2)C1 (configuration not stated)	-0.5	1	5	8	-0.1	1	0	-1	-3
CC(C)NC(=O)CC1OC(=O)c2ccccc21 (configuration not stated)	-2.4	-1	1	7	-0.1	4	-3	-3	2
Cc1nccc2oc(=O)c(NC(=O)c3ccc(Cl)cc3)cc12	2.2	3	2	2	0.2	2	2	-1	2
CC(C)(C)C(=O)Nc1nc(=S)ss1	-0.5	-5	-6	11	-0.1	4	3	-1	2
COc1cc(NC(=O)CSc2nnc3n2C(C)(C)Cc2ccccc2-3)cc(OC)c1	6.8	-3	3	-9	0.0	-4	-15	-3	2
Nc1nc(SCC(=O)N2CCN(S(=O)(=O)c3ccc(Cl)cc3)CC2)n[nH]1	-3.2	1	-2	-11	-0.1	-6	0	0	-2
COc1cccc(CN2CC(C(=O)NCc3cccc(N4CCCC4)c3)CCC2=O)c1 (configuration not stated)	1.7	7	11	0	0.0	28	8	7	-1
CSc1ccccc1NC(=O)CN(C)C(=O)Cc1c(F)cccc1Cl	3.9	2	-10	-9	0.1	7	1	0	0
O=C(Nc1nc(-c2ccc(S(=O)(=O)N3CCCCCC3)cc2)cs1)c1ccccc1	3.3	-3	16	9	0.1	-4	-51	12	-3
CCn1c(SCC(=O)Nc2cc(C)on2)nc2c1c(=O)n(C)c(=O)n2C	3.5	-3	-1	-1	0.1	4	3	-1	-4
O=C1NCCCCC1NC1CC(=O)N(c2ccccc2)C1=O (configuration not stated)	-0.8	-6	-5	·	-0.1	-5	4	-2	-1
O=C(/C=C/Nc1ccccc1C(=O)O)c1cccs1	2.2	1	2	-7	0.1	-5	3	0	2
